# Source: PubChem
# ST2 inh = inhibitors of human ST2 (IL1RL1) binding to IL-33; AlphaLISA ST2-Fc/biotin-IL-33 interaction, 1 h; inhibition, % for hits at 17 µM; 78,000 compounds, 2.3% hits; Q01638; in the data active = inhibition above about 30%; inconclusive = mostly about 10% to 28%
# Target sequence (Q01638 whole entry, looked up): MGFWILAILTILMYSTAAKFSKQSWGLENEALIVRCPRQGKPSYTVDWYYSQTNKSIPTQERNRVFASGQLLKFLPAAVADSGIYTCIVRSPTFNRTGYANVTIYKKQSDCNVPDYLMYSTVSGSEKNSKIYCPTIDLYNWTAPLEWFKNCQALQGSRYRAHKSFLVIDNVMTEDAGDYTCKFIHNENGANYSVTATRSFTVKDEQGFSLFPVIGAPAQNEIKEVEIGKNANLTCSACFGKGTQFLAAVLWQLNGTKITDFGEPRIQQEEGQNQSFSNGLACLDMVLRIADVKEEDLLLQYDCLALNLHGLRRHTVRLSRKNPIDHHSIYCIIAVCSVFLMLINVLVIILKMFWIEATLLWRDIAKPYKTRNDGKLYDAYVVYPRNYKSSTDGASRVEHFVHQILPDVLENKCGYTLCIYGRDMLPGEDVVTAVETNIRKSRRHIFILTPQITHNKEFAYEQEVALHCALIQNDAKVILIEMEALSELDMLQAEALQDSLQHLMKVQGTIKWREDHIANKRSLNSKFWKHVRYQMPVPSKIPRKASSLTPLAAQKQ
# * hit, by the source's call; i = inactive; ? = inconclusive; ! = a repeat was not active. Some of the compounds tested (hit frequency here may not be typical).
SMILES,ST2 inh
COc1cccc(OCCOc2ccc3c(C)cc(=O)oc3c2)c1,?
CCCc1cc(NCCOC)n2c(nc3ccccc32)c1C#N,i
CC1=C(C)CC(C(=O)Nc2ccc(C(N)=O)cc2)C(C(=O)O)C1 (stereo unspecified),i
CSc1ncccc1C(=O)N(Cc1ccccn1)CC(C)C,?
Cc1ccc(OCC(O)CN2CCCCC2C)c(C)c1 (stereo unspecified),i
COc1ccc(OC)c(N2C(=O)Nc3cc(Cl)c(Cl)cc3N2O)c1,i
COc1cc(CN2CCN(Cc3ccc([N+](=O)[O-])cc3)CC2)cc(OC)c1,?
Cn1c(=O)c2c(nc(SCC(=O)O)n2Cc2cc3c(cc2Cl)OCO3)n(C)c1=O,37.0%*
O=c1[nH]c(-c2ccc(Br)cc2)nc2ccccc12,i
CC(C)C[C@@H](NC(=O)[C@@]1(O)C[C@@H](O)[C@H](O)[C@@H](NC(=O)Nc2ccc(OC(F)(F)F)cc2)C1)C(N)=O,i
COc1ccc(C(=O)CCC(=O)N2C[C@H]3C[C@H](O)[C@@H](O)C[C@H]3C2)cc1,?
Cc1cc(NC(=O)c2ccccc2[N+](=O)[O-])nc2c1c(=O)oc1ccccc12,?
Cc1ccc(-n2c(C)nc3c(cnn3-c3ccc(C)c(C)c3)c2=O)cc1,?
CC(Oc1ccc(Cl)cc1Cl)c1nc(-c2ccccn2)no1 (stereo unspecified),i
COC(=O)c1nc2n(n1)C(c1ccc(C(C)C)cc1)C1=C(CCCC1=O)N2 (stereo unspecified),i
O=C1CO[C@H]2CN(Cc3ncc[nH]3)C[C@H]2N1Cc1ccccc1,i
Cc1cc(C)nc(SCc2ccc(C(=O)N3CCCC3c3ccccn3)o2)n1 (stereo unspecified),i
CCN(Cc1cccc(Cl)c1)CC1CCOCC1,?
CCCSc1oc(-c2cccs2)nc1S(=O)(=O)c1ccccc1,i
CC1(C)Cc2c(c(-c3ccccc3)nc3oc(C(=O)c4ccccc4)c(N)c23)CO1,?
Cc1cc(-c2ccccc2C(F)(F)F)nc(N)n1,i
Cc1ccc(N2C(=O)NC3CC2(C)Oc2ccc(Cl)cc23)cc1 (stereo unspecified),i
CC(C)n1c(=N)c(C(=O)NCCc2ccccc2)cc2c(=O)n3ccccc3nc21,i
O=C1CO[C@H]2CN(S(=O)(=O)c3ccccc3)C[C@H]2N1Cc1ccccc1,i
COc1cc(/C(C#N)=C/N2CCOCC2)c([N+](=O)[O-])cc1OC,i

# Shown with tabs: 7 of the compounds above.
compound	ST2 inh
COc1cc(/C(C#N)=C/N2CCOCC2)c([N+](=O)[O-])cc1OC	i
CC(Oc1ccc(Cl)cc1Cl)c1nc(-c2ccccn2)no1 (stereo unspecified)	i
O=C1CO[C@H]2CN(S(=O)(=O)c3ccccc3)C[C@H]2N1Cc1ccccc1	i
CSc1ncccc1C(=O)N(Cc1ccccn1)CC(C)C	?
CCCSc1oc(-c2cccs2)nc1S(=O)(=O)c1ccccc1	i
Cc1ccc(N2C(=O)NC3CC2(C)Oc2ccc(Cl)cc23)cc1 (stereo unspecified)	i
COc1ccc(C(=O)CCC(=O)N2C[C@H]3C[C@H](O)[C@@H](O)C[C@H]3C2)cc1	?

# Next part.
SMILES,ST2 inh
O=C(Nc1ccc(Cl)cc1Cl)c1ccc(Cl)cc1,i
O=C(Nc1ccc(F)cc1Cl)c1cnc2n(c1=O)CCS2,i
N#C/C(=C\c1ccc([N+](=O)[O-])cc1)c1nc2ccccc2[nH]1,?
CN(C)S(=O)(=O)c1ccc(C(=O)N=c2sc3cc(F)ccc3n2C)cc1,i
N=c1c2c3c(sc2ncn1CCO)CCCC3,i
c1ccc(CSc2nnnn2-c2ccccc2)cc1,i
O=C(CC1CCCC1)N1CCC(Oc2cccc(C(=O)N3CCOCC3)c2)CC1,?
CC1=NN(c2ccc(Cl)c(Cl)c2)C(=O)/C1=C/c1ccc(C)c([N+](=O)[O-])c1,i
CCOC(=O)N1CCN(Cc2cccc([N+](=O)[O-])c2)CC1,?
COc1ccccc1C1C(C#N)=C(N)Oc2n[nH]c(-c3ccc4ccccc4c3)c21 (stereo unspecified),?
O=C(NC1CCCC1)C1C2C=CC3(CN(Cc4ccccc4Cl)C(=O)C13)O2 (stereo unspecified),i
O=C(Nc1ccc2c(c1)OCCO2)c1nn(-c2ccc(Cl)cc2)c(=O)c2ccccc12,i
CC1=CC(C)(C)N(C(=O)CN2C(=O)c3cccc([N+](=O)[O-])c3C2=O)c2ccccc21,32.0%*
COc1ccc2cc(C(=O)NCC3(O)CCCNCC3)n(C)c2c1 (stereo unspecified),?
O=C(NCc1ccccc1)C1CCCN1S(=O)(=O)c1cccc2nsnc12 (stereo unspecified),?
Cc1nc(-c2ccccc2)nc(Cl)c1CC(=O)O,i
NC1=NC(=O)CC(C(=O)Nc2cc(Cl)cc(Cl)c2)S1 (stereo unspecified),i
Cc1ccccc1CCC1CCCN(C(=O)c2[nH]ncc2Cl)C1 (stereo unspecified),i
O=C(Nc1cccc(F)c1)c1ccccc1C(=O)c1ncc[nH]1,i
CCSc1nc2c(c(=O)[nH]1)C(c1ccc(Cl)cc1)C(C(=O)OC(C)C)=C(C)N2 (stereo unspecified),?
COC(=O)CCCC(=O)NC1CCCN(c2ccc(C(F)(F)F)cn2)C1 (stereo unspecified),i
CCC1CN(Cc2cnn(C)c2C2CC2)CCN1C(C)C (stereo unspecified),?
CC(=O)Cc1nsc(NC(=O)c2ccc(Cl)cc2)n1,i
CCOc1ccc(-c2cnc(-c3cnc(CC)nc3)[nH]2)cc1,?
Cn1cc(CN2CCCC(C(N)=O)C2)c(-c2ccc(Oc3ccccc3)cc2)n1 (stereo unspecified),i

# Of the compounds above, these contain an NH in an aromatic ring:
SMILES,ST2 inh
O=c1[nH]c(-c2ccc(Br)cc2)nc2ccccc12,i
O=C1CO[C@H]2CN(Cc3ncc[nH]3)C[C@H]2N1Cc1ccccc1,i
N#C/C(=C\c1ccc([N+](=O)[O-])cc1)c1nc2ccccc2[nH]1,?
COc1ccccc1C1C(C#N)=C(N)Oc2n[nH]c(-c3ccc4ccccc4c3)c21 (stereo unspecified),?
Cc1ccccc1CCC1CCCN(C(=O)c2[nH]ncc2Cl)C1 (stereo unspecified),i
O=C(Nc1cccc(F)c1)c1ccccc1C(=O)c1ncc[nH]1,i
CCSc1nc2c(c(=O)[nH]1)C(c1ccc(Cl)cc1)C(C(=O)OC(C)C)=C(C)N2 (stereo unspecified),?
CCOc1ccc(-c2cnc(-c3cnc(CC)nc3)[nH]2)cc1,?

# New compounds follow
SMILES,ST2 inh
COc1ccc(NC(=O)c2oc3ccccc3c2NC(=O)C2CCCCC2)cc1,i
Cc1noc(C)c1CN(C)Cc1cnc(N2CCOCC2)nc1,i
Ic1ccccc1C(N1CCOCC1)N1CCOCC1,?
CC(C)N1CCC(C(=O)NCC2(c3ccc(F)cc3)CCOC2)CC1 (stereo unspecified),i
CN(Cc1ccccc1)C(NC(=O)c1ccco1)C(Cl)(Cl)Cl (stereo unspecified),i
CCC1=NOC(Cn2nc(CC3CCNCC3)n(-c3ccccc3)c2=O)C1 (stereo unspecified),?
COc1ccc(OC)c(-c2cc(C(=O)Nc3ccc(F)cc3F)no2)c1,?
CN1CCC(Cn2ccnc2-c2cnc(NCc3ccccc3)nc2)C1 (stereo unspecified),i
O=C(Cc1ccccc1[N+](=O)[O-])Nc1ccc2c(c1)OCO2,i
CC1C=CC2CCCCC2C1CCC1CC(O)CC(=O)O1 (stereo unspecified),i
c1cn2c(NC3CCCCC3)c(-c3ccsc3)nc2cn1,i
COc1cc(CNC(=O)c2ccccc2SCc2ccccc2)cc(OC)c1OC,?
CCCCn1c(CNC(=O)C(C)(C)C)nc2ccccc21,i
Cc1cc(N2CCOCC2)nc2ccc(NC(=O)CCC(=O)N3CCN(C)CC3)cc12,i
Cc1nc2cc(NC(=O)c3ccc4c(c3)OCCO4)ccc2s1,i
C=C1CCC2C(C)(C(=O)O)CCCC2(C)C1CC/C(C)=C\CO (stereo unspecified),i
COc1ccc(C)cc1NC(=O)c1ccc([N+](=O)[O-])cc1,i
c1ccc(N2CCN(Cc3ccsc3)CC2)nc1,?
CN1CCCN(Cc2cc(Br)cs2)CC1,i
N#Cc1nc(COc2ccc(Br)cc2)oc1N1CCC(C(N)=O)CC1,?
CCn1cc(S(=O)(=O)CC(=O)NC2CCCCC2)c2ccccc21,i
COCCNC(=O)c1cc2c(=O)n3ccccc3nc2n1C,i
COCCNC(=O)c1cc2sc3ccccc3c2s1,?
CN1CCCN(C2CC(=O)N(c3ccc(Br)cc3)C2=O)CC1 (stereo unspecified),i
Nc1nc2n(n1)C(c1ccccc1)CC(c1ccccc1)N2 (stereo unspecified),i

# (list continues)
SMILES,ST2 inh
Oc1ccc(Br)cc1C=Nc1ccccc1F,?
Cn1c2c(c(=O)n(C)c1=O)CN(Cc1ccccc1)CN2,?
Cc1ccoc1C(=O)N1CCN(CCn2cncn2)CC1,?
Cc1ccc(S(=O)(=O)N(Cc2ccc([N+](=O)[O-])cc2)C(C)(C)C)cc1,i
CC(=O)Nc1nnc(CCS(=O)(=O)c2ccc(Br)cc2)s1,i
Cc1ccc(C(=O)Nc2nccs2)cc1Br,i
COc1ccc(NC2CCCN(C(=O)c3cn(CCCN)nn3)C2)cc1 (stereo unspecified),?
CCN(CC)C(=O)c1ccc(I)cc1,i
O=S(=O)(NC1CCCc2ccccc21)c1cccc2nonc12 (stereo unspecified),i
O=c1c2c(nc(SCc3ccc(Cl)cc3)n1-c1ccccc1)CCS2,36.0%*!
Cc1ccc(Nc2nc3ccccc3c(=O)s2)cc1C,?
COC(=O)C1CCCCN1Cc1ccc2c(c1)CN(C(=O)CSc1nnc(C)s1)CCO2 (stereo unspecified),i
COc1cc(OC)c(N(C)C(=O)Cc2c(C(=O)O)[nH]c3ccccc23)cc1Cl,i
CCC(C)NC(=O)C1(C)CCC(=O)N1Cc1ccccc1Cl (stereo unspecified),i
Cc1ccc(C2CC(c3ccccc3Cl)n3ncnc3N2)cc1 (stereo unspecified),i
CCC1Oc2ccccc2N(CC(=O)NCCCOC(C)C)C1=O (stereo unspecified),i
COc1ccc(CCC(=O)NC2CC(=O)N(c3ccccc3)C2)cc1 (stereo unspecified),?
Cn1nc(-c2ccc(Cl)cc2)c2cc(C(=O)NCc3cccnc3)sc21,i
CCN1CN=C2SC(CO)(CO)C(=O)N2C1,i
Cc1cc(C)c(C(=O)ONc2ccc(N=O)cc2)c(C)c1,?
O=C(c1ccc2nc3ccc(Cl)cc3c(=O)n2c1)N1CCN(c2ccccc2F)CC1,i
N#CCn1nnc2ccccc21,i
Cc1ccc(S(=O)(=O)Nc2nc(N3C(=O)c4ccccc4C3=O)n(-c3ccccc3)n2)cc1,i
O=S(=O)(NCc1nc2cccnc2n1Cc1ccccc1)c1ccccc1Cl,i
O=C(COc1nsnc1N1CCOCC1)Nc1cccc(C(F)(F)F)c1,?

# Carrying on:
SMILES,ST2 inh
COc1ccc2nc(N3CCCC(C(=O)NCCCOC(C)C)C3)sc2c1 (stereo unspecified),?
O=C(c1cc(Br)cc(Br)c1)N1CCCC1,?
CC(c1cccs1)N(C)C(=O)c1coc(COc2ccc3c(c2)OCO3)n1 (stereo unspecified),i
CCN(CC)CCNC(=O)CN1C(=O)COc2ccc(C)cc21,i
Cc1[nH]n(-c2ccccc2)c(=O)c1C=Nc1ccc([N+](=O)[O-])cc1Cl,i
N#CC1=C(N)OC2=C(C(=O)CC(c3ccccc3)C2)C1c1cccc(Cl)c1Cl (stereo unspecified),i
COc1ccc(NC(=O)C2CCCN2S(=O)(=O)c2ccc3c(c2)CCCC(=O)N3)c(OC)c1 (stereo unspecified),i
C/C=C/Cn1c(N(C)Cc2ccccc2)nc2c1c(=O)[nH]c(=O)n2C,i
O=C(c1cccs1)c1coc2ccc(O)cc12,i
Cc1ccc(S(=O)(=O)C(C)(C)C)s1,i
CCOc1ccc2nc(Nc3nc4c(c(=O)[nH]3)CCC4)nc(C)c2c1,31.0%*
O=C1C=C(NC2CCCCC2)CC(c2ccccc2)C1 (stereo unspecified),i
COc1ccc(-n2nc3c(c2NC(=O)c2ccc(N4C(=O)CCC4=O)cc2)CSC3)cc1,i
CCc1c(C)nn(Cc2nc(CC3CCN(C)CC3)no2)c1C,i
O[C@@H]1CN(c2ncnc3[nH]ccc23)CC[C@H]1N1CCN(c2ccccc2F)CC1,?
COc1cccc(Cn2c(CNS(=O)(=O)c3ccc(C)c(C)c3)nc3cccnc32)c1,i
O=S1(=O)CC2N=C(Nc3ccc(F)c(F)c3)SC2C1 (stereo unspecified),i
COc1ccc(OC)c(-c2ccc(NC(=O)CN)c(F)c2)c1,i
CCc1ccc(Nc2nnc(Cc3ccccc3Cl)c(=O)[nH]2)cc1,i
Cn1c(=O)c2c(nc(Br)n2CC(=O)c2ccccc2)n(C)c1=O,i
O=C(O)CCCN1C(=O)c2ccc(F)cc2C1=O,i
COc1cccc(-c2ncnn2-c2ccc(C)c(Cl)c2)c1OC,i
Cc1cc(C(=O)O)c(S(C)(=O)=O)s1,i
CCOC(=O)c1c(C)oc2ccc(NS(=O)(=O)c3ccc(CC)cc3)cc12,i
CCC(=O)NCCc1nc2ccccc2n1C(C)C,i

# Compounds above with a tert-butyl group (three):
SMILES,ST2 inh
CCCCn1c(CNC(=O)C(C)(C)C)nc2ccccc21,i
Cc1ccc(S(=O)(=O)N(Cc2ccc([N+](=O)[O-])cc2)C(C)(C)C)cc1,i
Cc1ccc(S(=O)(=O)C(C)(C)C)s1,i

# Other records
SMILES,ST2 inh
CN1CCN(C(=O)c2cc(-c3ccc(Cl)c(Cl)c3)on2)CC1,i
O=C(CN1C(=O)CCSc2ccccc21)Nc1ccc(F)cc1,i
Cc1ccc(Cn2c(CCNC(=O)Nc3ccc(Br)cc3F)nc3cccnc32)cc1,?
O=C(Nc1ccccc1Cl)NC12CC3CC(CC(C3)C1)C2,i
CCOc1ccccc1CN1CCN(Cc2cnc(-c3ccccc3C)nc2)CC1CCO (stereo unspecified),i
COc1ccc(C2Nc3ccccc3NC3=C2C(=O)CCC3)cc1OC (stereo unspecified),?
CC(C)N1CC[C@H](c2nnc(-c3cncn3C)o2)C1,i
c1ccc(Nc2c(-c3ccco3)nc3ccccn23)cc1,?
CCN(CC)CCNC(=O)CSc1c2c(nc3cc(Cl)ccc13)CCCC2,i
COc1ccc(-n2c(CN3CCN(S(=O)(=O)c4c(C)cc(C)cc4C)CC3)nc3cccnc32)cc1,i
O=C(CNS(=O)(=O)c1ccc(Br)s1)N1CC=C(c2ccccc2)CC1,i
